# a7 integrin act – activators of alpha7 integrin expression for muscular dystrophy; AID 624291; hit rate 0.064% among 350,000; Potency, µM (series often up to 38.3 µM), for inactives: at the highest dose activation, usual class: activators; alpha7betagal myoblasts, beta-gal FDG fluorescence, 48 h;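 note: potency is the fitted concentration of half-maximal effect; 100% = response of the positive control SU9516; nearly all actives have a fitted effect of over 60% in size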
#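 Alpha7betagal+/- myoblasts (passage 13) were plated 16-24 hr, then exposed to compounds (1:260 dilution of DMSO stock) for 48 hours at 37C. After MPER lysis, β-galactosidase reporter activity was read as FDG fluorescence (ex 480/em 540) after 30 minutes.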
# USP2a inh – USP2a (human) protease inhibition | O75604 | USP2 core, Ub-CHOP2 coupled fluorogenic reporter, 485/531 | Potency, µM (titrated, usually from 38.3 µM), for inactives: at the top dose activity change, negative = inhibition, most hits filed as inhibitors | hit rate 0.01% among 330,000;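 note: potency is the fitted concentration of half-maximal effect; plate controls were DMSO wells for no effect and full inhibition by NEM control for full effect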
# Target sequence (O75604 whole entry, looked up): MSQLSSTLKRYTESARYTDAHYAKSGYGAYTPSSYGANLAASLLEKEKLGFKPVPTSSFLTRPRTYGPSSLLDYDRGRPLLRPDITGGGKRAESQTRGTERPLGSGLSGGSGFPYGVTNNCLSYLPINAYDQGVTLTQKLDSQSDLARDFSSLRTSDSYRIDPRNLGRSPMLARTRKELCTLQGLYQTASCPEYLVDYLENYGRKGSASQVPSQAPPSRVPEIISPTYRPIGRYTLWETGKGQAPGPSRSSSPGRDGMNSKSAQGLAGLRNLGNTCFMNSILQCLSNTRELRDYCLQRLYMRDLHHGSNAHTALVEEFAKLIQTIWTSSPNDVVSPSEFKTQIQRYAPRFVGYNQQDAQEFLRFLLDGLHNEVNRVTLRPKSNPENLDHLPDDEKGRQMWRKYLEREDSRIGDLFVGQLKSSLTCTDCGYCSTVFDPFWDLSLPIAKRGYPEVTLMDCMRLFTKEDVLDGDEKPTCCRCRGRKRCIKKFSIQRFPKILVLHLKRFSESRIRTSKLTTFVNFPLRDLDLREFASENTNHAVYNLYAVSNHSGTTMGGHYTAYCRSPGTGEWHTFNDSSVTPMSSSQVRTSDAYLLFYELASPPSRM
#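 Cell-free coupled assay: 10nM USP2 core preincubated 30min RT with compound in Tris-HCl pH 8.0/CaCl2/CHAPS buffer, then 25nM Ub-CHOP2 and 25nM reporter substrate; fluorescence (Ex 485/Em 531) read after 60min RT, normalized to NEM inhibition, concentration-response curves fitted.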
# p53 reactivator – mutant p53 re-activation in reporter cells. Potency, µM (top dose mostly 92.2 µM), inactives show at the top dose activity change, positive = activation, usual class: activators. H1299 p53-A138V BP100-luciferase reporter, luminescence, 24 h. hit rate 0.063% among 320,000; note: potency is the fitted concentration of half-maximal effect; % of control where 0% means no effect; nearly all actives have a fitted effect of over 45% in size
#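 H1299 (p53-null), stable ts p53-A138V + BP100-Luc; 1000 cells/well, Opti-MEM/10% FBS; cpd 4 pt, 1:5; 24 h, 37 deg C, 5% CO2; detection reagent 10 min RT; luminescence.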
# ASM inhibitor – blocks human secretory acid sphingomyelinase | Potency, µM (series often up to 57.5 µM), for inactives: at the highest dose activity change, negative = inhibition, most hits filed as inhibitors | AID 504937 | placental ASM, HMU-PC fluorogenic substrate, 60 min | hit rate 0.006% among 340,000; note: potency is the fitted concentration of half-maximal effect
#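 Human placenta-derived ASM enzyme was preincubated with compound for 10 minutes at room temperature, then given fluorogenic substrate HMU-PC0 (9 uM final) for 60 minutes at 37 °C; a pH 10 stop preceded fluorescence reading at Ex 386/Em 447 nm.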
# TSG101-PTAP inh – blocks PTAP/TSG101 interaction to inhibit HIV-1 budding | Q99816 | Fluorescence polarization, FITC-PTAP peptide / Tsg101 binding | Potency, µM (titrated, usually from 115 µM), without a hit: at the highest dose activity change, negative = inhibition, actives largely listed as inhibitors | 340,000 tested, under 10 active; active = well fitted inhibition curve with a large enough effect in the main read-out, with a control signal flat, not every such curve was filed as active; inconclusive = small, poorly fitted or top-dose-only effect, or effect the other way, or a change in a side signal; inactive = no such curve, though single readings can be large or run the other way; note: potency is the fitted concentration of half-maximal effect; % of control where 0% means no effect
# Target sequence (Q99816 whole entry, looked up): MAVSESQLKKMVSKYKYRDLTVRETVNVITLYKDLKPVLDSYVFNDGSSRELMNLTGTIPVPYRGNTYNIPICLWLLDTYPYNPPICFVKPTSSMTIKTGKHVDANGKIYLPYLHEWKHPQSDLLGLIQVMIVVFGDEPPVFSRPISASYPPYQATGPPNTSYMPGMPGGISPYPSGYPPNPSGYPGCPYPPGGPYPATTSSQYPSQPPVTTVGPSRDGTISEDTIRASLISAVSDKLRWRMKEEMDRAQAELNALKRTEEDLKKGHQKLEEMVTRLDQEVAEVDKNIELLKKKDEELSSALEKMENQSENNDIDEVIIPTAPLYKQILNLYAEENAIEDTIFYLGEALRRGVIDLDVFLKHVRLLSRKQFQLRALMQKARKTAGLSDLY
#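 Compounds were pin-transferred onto Tsg101 binding domain (10 uM final) in HEPES pH 7.5 buffer, then FITC-PTAP peptide was added at 50 nM final. After 20 min at RT, polarization reported peptide displacement across a qHTS concentration series.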
# TRPV1 ag – activates the human vanilloid receptor TRPV1 | activation, % at 8.33 µM | AID 540275 | Q8NER1 | hit rate 0.19% among 320,000 | TRPV1-expressing cells, Fluo-8 calcium influx, agonist mode; in the data active = activation above about 80%; inconclusive = between about 30% and that limit; note: 0% is about no effect
#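 Fluo-8 calcium influx in TRPV1-expressing cells, kinetic read (ex 480/em 520 nm). Compound added and read 3 min for agonist activity, followed by capsaicin at EC20 final and 2 min further read for enhancement.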
# Eya2 phos inh – Eya2 (human) phosphatase inhibition | O00167 | recombinant Eya2, OMFP fluorescence dephosphorylation (OMFP is methylfluorescein phosphate) | Potency, µM (doses to about 76.9 µM), inactives show at the top dose activity, negative = inhibition, most hits filed as inhibitors | hit rate 0.006% among 330,000; note: potency is the fitted concentration of half-maximal effect; % is set by controls: 0 for no effect and ±100 for the full control effect
#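 Eya2 (0.2 uM) preincubated 10 min at ambient with compound, then OMFP substrate added at 50 uM; 10 min reaction in 50 mM HEPES pH 7.5, 50 mM NaCl, 5 uM MgCl2, 0.05% BSA, 1 mM DTT. Fluorescence read at Ex 485/Em 525 nm.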
# BRCA1 expr act – activators of BRCA1 expression; MCF7-BRCA1-FFLuc reporter, luminescence, 48 h; response scale: scaled: vehicle 0%, 10 µM genistein 100%; hit rate 1.1% among 380,000; Potency, µM (titrated, usually from 46.1 µM), for inactives: at the top dose activation, most hits filed as activators; note: potency is the fitted concentration of half-maximal effect; nearly all actives have a fitted effect of over 80% in size; some results filed as inactive show a strong effect at the top dose
#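 Quantitative HTS in MCF7 cells stably reporting BRCA1 expression via firefly luciferase. Compound treatment lasts 48 h at 37 °C in phenol-red free MEM. Activation is expressed relative to genistein at 10 microM and DMSO.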
# uPA surface inh – cell surface uPA generation inhibition; Potency, µM (doses to about 38.3 µM), for inactives: top-dose activity change, negative = inhibition, usual class: inhibitors; cell surface uPA generation assay, qHTS; hit rate 0.31% among 330,000; active = well fitted inhibition curve with a large enough effect; inconclusive = small, poorly fitted or top-dose-only effect; inactive = no such curve, though single readings can be large or run the other way; tested in mouse RAW 264.7 cells; note: potency is the fitted concentration of half-maximal effect; % is set by controls: 0 for no effect and ±100 for the full control effect; nearly all actives have a fitted effect of over 55% in size
# B2AR arrestin – agonists driving beta-arrestin recruitment to human beta2-adrenergic receptor | P07550 | beta-arrestin recruitment to beta2AR, cell-based reporter | Potency, µM (highest dose often 46.1 µM), for the others: top-dose activation, most hits filed as activators | hit rate 0.02% among 330,000;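 note: potency is the fitted concentration of half-maximal effect; 0% = DMSO controls and full agonism = EC100 isoproterenol or metaproterenol; nearly all actives have a fitted effect of over 65% in size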
# ELG1 genotox – induces genotoxicity in HEK293T cells with luciferase-tagged ELG1; HEK293T ELG1-luciferase reporter, luminescence, 16 h; Potency, µM (highest dose often 46 µM), for the others: at the top dose activity change, positive = activation, usual class: activators; hit rate 1.3% among 330,000; note: potency is the fitted concentration of half-maximal effect; % of control where 0% means no effect; nearly all actives have a fitted effect of over 60% in size
#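 HEK293T cells expressing luciferase-tagged ELG1 were exposed to compound or DMSO vehicle for 16 hr at 37 °C and 5% CO2. Luciferase activity was then measured with ONE-Glo after 30 min at room temperature.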
# An asterisk follows results filed as active; ? = inconclusive; . = no result given; [ ] = dose if it differs, or a comment. Unless noted, calls come from the whole dose curve; as a rule, active = well fitted curve in the direction sought with a large enough effect; inconclusive = small, poorly fitted or top-dose-only effect, or another doubt; inactive = no such curve, though single readings can be large; an effect the other way counts as inactive or inconclusive.
1	COc1ccc(CN(C)Cc2cc(=O)n3ccsc3n2)c(OC)c1OC
2	CCN(CC(=O)NCc1ccc(Cl)cc1)C(=O)C(C)Sc1ccccc1 (centres undefined)
3	Cc1cc2oc(=O)cc(Cn3ncc(Cl)c(Cl)c3=O)c2cc1Cl
4	Cc1c(C(=O)NCc2ccoc2)oc2ccc3c(c12)C(=O)CC(C)(C)O3
5	O=C(c1cc(Cl)ccc1OCc1ccccc1)N1CCOCC1
6	O=S(=O)(Nc1nc2ccccc2nc1-[n+]1cccc(N=C([O-])c2ccc(Cl)cc2)c1)c1ccccc1

Assay by compound,1,2,3,4,5,6
a7 integrin act,23%,-29%,-63%[inhibitor],-6%,?,-27%
USP2a inh,2%,0%,-1%,-4%,3%,0%
p53 reactivator,3%,-13%,-12%,?,?,-2%
ASM inhibitor,2%,5%,10%,9%,0%,-21%
TSG101-PTAP inh,0%,-4%,-1%,-1%,-1%,12%
TRPV1 ag,4,3,5,-2,5,-3
Eya2 phos inh,-29%,16%,3%,-7%,-4%,4%
BRCA1 expr act,-3%,-22%,-103%[inhibitor],?,67%,-66%
uPA surface inh,0%,11%,-10%,-11%,-3%,-10%
B2AR arrestin,-0.1%,-0.6%,5.4%,-0.6%,-1.0%,-1.0%
ELG1 genotox,-1%,-11%,-15%,?,5%,-13%

7	COc1ccc(CNC(=O)CN(C(=O)c2snc(C(N)=O)c2N)c2ccc(OC)c(OC)c2)cc1
8	CNC(=O)COC(=O)c1cc(-c2ccccc2)nn1-c1ccccc1
9	O=C(Nc1nc(-c2ccc(S(=O)(=O)N3CCCC3)cc2)cs1)c1cccs1
10	CC(=O)c1sc(-c2ccccc2)cc1NS(=O)(=O)c1ccccc1
11	O=C1/C(=C\c2ccc(O)cc2)SC(=S)N1c1cccnc1
12	O=C(NCc1cccc(C(F)(F)F)c1)C1CCCN(c2ncccn2)C1 (centres undefined)

Assay by compound,7,8,9,10,11,12
a7 integrin act,-20%,0%,15%,12%,?,-27%
USP2a inh,0%,0%,3%,2%,1%,-1%
p53 reactivator,-12%,5%,-7%,-1%,0%,-10%
ASM inhibitor,32%,-1%,?,69%[activator],-5%,2%
TSG101-PTAP inh,3%,-2%,1%,-2%,-1%,-4%
TRPV1 ag,0,?,27,-3,5,?
Eya2 phos inh,-1%,6%,-31%,-4%,2%,-9%
BRCA1 expr act,-16%,-8%,-65%,4%,19%,2%
uPA surface inh,5%,1%,-6%,5%,-22%,.
B2AR arrestin,-0.3%,0.2%,-0.3%,-0.9%,-0.3%,-1.0%
ELG1 genotox,1%,3%,-22%,3%,2%,0%

13	COCCNC(=O)CN1N=C(c2ccc(C)cc2)CCC1=O
14	CN(C)c1ccc(C=NC(CO)C(O)c2ccc([N+](=O)[O-])cc2)cc1 (centres undefined)
15	CCCc1cc(=O)[nH]c(SCc2nc3ccccc3s2)n1
16	CC1CC(C)CN(S(=O)(=O)c2ccc(C(=O)N3CCOCC3)cc2)C1 (centres undefined)
17	Cc1ccc(OCc2cc(C(=O)N(CCO)Cc3cccs3)no2)cc1C
18	O=C(CNC(=S)N(Cc1ccccc1)Cc1cccnc1)N1CCOCC1

Assay by compound,13,14,15,16,17,18
a7 integrin act,1%,10%,-9%,-15%,8%,-7%
USP2a inh,0%,9%,3%,3%,-1%,11%
p53 reactivator,-1%,7%,2%,-10%,1%,3%
ASM inhibitor,4%,2%,-3%,0%,-3%,3%
TSG101-PTAP inh,1%,-3%,-3%,-3%,2%,1%
TRPV1 ag,-4,4,-2,6,13,2
Eya2 phos inh,9%,8%,-5%,11%,9%,4%
BRCA1 expr act,3%,20%,-7%,-8%,11µM*,3%
uPA surface inh,12%,-2%,.,-3%,6%,0%
B2AR arrestin,0.5%,-0.7%,-0.8%,-0.9%,0.2%,0.0%
ELG1 genotox,-1%,-2%,0%,0%,?,9%

19	COc1ccc(C(=O)c2cc([N+](=O)[O-])ccc2N2CCN(C)CC2)cc1
20	CCOc1ccc(-n2ccn(CC(=O)NCCc3ccccc3)c(=O)c2=O)cc1
21	CSc1nnc(C)c(=O)n1COC(=O)c1ccc([N+](=O)[O-])cc1
22	COCCn1c(=S)[nH]c2ncccc2c1=O
23	COc1ccc(NC(=O)C2=NN(C3CCS(=O)(=O)C3)C(=O)CC2)cn1 (centres undefined)
24	O=c1[nH]c(CN2CCN(c3ccccc3)CC2)nc2scc(-c3ccccc3)c12

Assay by compound,19,20,21,22,23,24
a7 integrin act,-44%,27%,2%,-14%,-15%,7%
USP2a inh,3%,2%,1%,0%,0%,0%
p53 reactivator,-3%,-1%,-1%,6%,2%,17%
ASM inhibitor,-11%,5%,1%,0%,4%,2%
TSG101-PTAP inh,-5%,-2%,-1%,-9%,-4%,-1%
TRPV1 ag,2,-3,0,3,-2,6
Eya2 phos inh,?,1%,17%,-8%,-13%,-21%
BRCA1 expr act,-28%,2%,-16%,16%,-4%,-57%
uPA surface inh,-17%,-2%,-1%,-5%,11%,-1%
B2AR arrestin,-0.3%,-0.1%,-0.8%,-0.3%,0.0%,0.1%
ELG1 genotox,-4%,-5%,0%,-3%,0%,-11%

25	c1ccc(-c2nc(N3CCOCC3)c3ccccc3n2)nc1
26	Cc1ccc(S(=O)(=O)NCCSc2nnnn2C)cc1
27	Cc1cc(NC(=O)COC(=O)c2cccc(S(=O)(=O)N(C)C3CCCCC3)c2)no1
28	CC(C)(C)CC(=O)NCCCN1CCOCC1
29	CNS(=O)(=O)c1cn(CC(=O)NCc2ccccc2OC)cc1S(=O)(=O)NC
30	COc1cc(C=C(c2nc3ccccc3s2)c2nc3ccccc3s2)cc(OC)c1O

Assay by compound,25,26,27,28,29,30
a7 integrin act,-42%,2%,-5%,1%,12%,22%
USP2a inh,1%,4%,2%,1%,-5%,-2%
p53 reactivator,4%,-5%,-4%,-1%,2%,8%
ASM inhibitor,2%,-2%,-3%,0%,8%,-3%
TSG101-PTAP inh,-5%,-4%,-5%,-1%,-6%,-2%
TRPV1 ag,2,1,18,-4,7,7
Eya2 phos inh,-2%,-10%,7%,-2%,11%,4%
BRCA1 expr act,-46%,9%,-4%,-10%,-4%,-30%
uPA surface inh,-3%,.,-3%,2%,-1%,-2%
B2AR arrestin,-0.2%,-0.5%,-0.4%,-0.2%,-0.2%,?
ELG1 genotox,-7%,4%,-3%,-1%,0%,-2%

# Compounds shown so far that have a nitro group on carbon (three):
14	CN(C)c1ccc(C=NC(CO)C(O)c2ccc([N+](=O)[O-])cc2)cc1 (centres undefined)
19	COc1ccc(C(=O)c2cc([N+](=O)[O-])ccc2N2CCN(C)CC2)cc1
21	CSc1nnc(C)c(=O)n1COC(=O)c1ccc([N+](=O)[O-])cc1

Assay by compound,14,19,21
a7 integrin act,10%,-44%,2%
USP2a inh,9%,3%,1%
p53 reactivator,7%,-3%,-1%
ASM inhibitor,2%,-11%,1%
TSG101-PTAP inh,-3%,-5%,-1%
TRPV1 ag,4,2,0
Eya2 phos inh,8%,?,17%
BRCA1 expr act,20%,-28%,-16%
uPA surface inh,-2%,-17%,-1%
B2AR arrestin,-0.7%,-0.3%,-0.8%
ELG1 genotox,-2%,-4%,0%

# Next part:
31	CC(NCC(O)COC1CCC(C(C)(C)C)CC1)c1ccccc1 (centres undefined)
32	O=C(CSCC(=O)Nc1cccc2ccccc12)Nc1cccc2ccccc12
33	Cc1ccc(S(=O)(=O)N2CCC3CC2c2cc(Cl)ccc23)cc1 (centres undefined)
34	CC(=O)O/C(=C\c1cn(C(C)=O)c2ccccc12)C(=O)O
35	CCN1C(=O)/C(=C2/C(=O)N3c4c(cc(OC(C)=O)cc42)C(C)=CC3(C)C)SC1=S
36	CCN(CC)C(=O)CSc1nnc2nnc3cc(OC)ccc3n12

Assay by compound,31,32,33,34,35,36
a7 integrin act,-74%[inhibitor],4%,3%,0%,-4%,-17%
USP2a inh,0%,-13%,.,-4%,0%,27%
p53 reactivator,-4%,4%,.,3%,-3%,1%
ASM inhibitor,-1%,-4%,-1%,-3%,-8%,-2%
TSG101-PTAP inh,-4%,25%,-3%,0%,1%,?
TRPV1 ag,-2,0,.,-3,-1,7
Eya2 phos inh,-22%,-16%,.,12%,-9%,12%
BRCA1 expr act,-79%[inhibitor],-33%,1%,1%,40%,-73%
uPA surface inh,-2%,1%,7%,0%,5%,-1%
B2AR arrestin,0.1%,-0.4%,.,0.0%,0.0%,-0.7%
ELG1 genotox,-20%,-5%,.,-3%,-2%,-1%

# Bioassay records: PubChem BioAssay, National Center for Advancing Translational Sciences (NCATS)
